All columns: NCI-60 one-dose screen, growth in % after 48 h at 10 µM unless noted; 100 = growth as untreated, 0 = no growth, -100 = all killed.
SW-620 – SW-620 colon cancer; hit rate 5.2% among 82,000
HCT-15 – HCT-15 colon cancer. hit rate 5.2% among 82,000. AID 1794746
HCC-2998 – HCC-2998 colon cancer. AID 1794799. hit rate 4.7% among 79,000
SNB-75 – SNB-75 CNS cancer; hit rate 5% among 79,000; AID 1794750
COLO 205 – COLO 205 colon cancer | hit rate 7.3% among 79,000 | AID 1794742
A498 – A498 renal cancer cells; hit rate 5.4% among 76,000; AID 1794774
HCT-116 – HCT-116 colon cancer; hit rate 7.3% among 82,000; AID 1794798
KM12 – KM12 colon cancer cells | hit rate 5% among 82,000 | AID 1794800
HT29 – HT29 colon cancer | hit rate 7.4% among 81,000 | AID 1794748
The depositor's hits bear a star; x = not tested or not shown. The calls were made as follows: active = growth percent below 10; inactive = the rest.

SMILES | SW-620 | HCT-15 | HCC-2998 | SNB-75 | COLO 205 | A498 | HCT-116 | KM12 | HT29
C=C(C)[C@@H]1CC[C@]2(C)[C@H](CC[C@@H]3[C@H]4[C@H]5OC(=O)[C@@]4(CCC5(C)C)CC[C@]32C)[C@@]1(C)CC/C(N)=N/O | 98 | 93 | 99 | 85 | 108 | 97 | 85 | 98 | 97
O=C(Cn1c2ccccc2c2ccncc21)N/N=C/c1cc(O)c(O)c(O)c1 | 109 | 105 | 105 | 115 | 110 | 97 | 101 | 95 | 103
COc1cc(/C=C2/C(=O)Nc3ccc(Cl)cc32)ccc1OCc1ccc(F)cc1 | 77 | 86 | 104 | 72 | 107 | 87 | 51 | 97 | 93
O=c1cc(N2CCN(Cn3cncn3)CC2)c2cc(F)ccc2[nH]1 | 98 | 111 | 106 | 42 | 110 | 78 | 104 | 101 | 107
CCc1c(C)c(=N)c2ccccc2n1C | 104 | 93 | 108 | 88 | 110 | 96 | 99 | 98 | 104
CCCNC(=O)c1cn2ncnc(Nc3cc(C(=O)NC4CC4)ccc3C)c2c1C | 39 | 87 | x | 75 | 89 | 57 | 101 | 100 | 82
CN(c1ccccc1Cl)S(C)(=O)=O | 115 | 103 | 112 | 86 | 116 | 101 | 103 | 107 | 105
COc1cccc2cc(C(=O)OCC(=O)Nc3nc(-c4ccccc4)cs3)c(=O)oc12 | 104 | 92 | 113 | 94 | 120 | 96 | 112 | 112 | 111
COc1ccc(/C=C2\C(=O)Nc3ccc(F)cc32)cc1OCc1ccccn1 | 81 | 82 | 105 | 109 | 118 | 97 | 75 | 100 | 107
CC1(C2CCCCC2)NC(=O)NC1=O (configuration not stated) | 103 | 105 | 94 | 98 | 111 | 109 | 126 | 108 | 95
COC(=O)c1cc(C(=O)CBr)n2c1ccc1c3ccccc3ccc12 | 55 | 39 | 62 | 90 | 39 | 101 | 36 | 84 | 45
O=C(Nc1ccccc1Cl)c1ccc(C(=O)Nc2ccccc2Cl)cc1 | 109 | 102 | 107 | 105 | 114 | x | 99 | 102 | 101
COc1ccc(-c2cc(-c3cccnc3)nc(OCc3nnc(-c4ccccc4)o3)c2C#N)cc1OC | 104 | 108 | 102 | 99 | 110 | 113 | 101 | 101 | x
O=c1c2ccccc2nc(-c2ccccc2)n1/N=C/c1ccc2c(c1)OCO2 | 94 | 65 | 104 | 30 | 112 | 111 | 69 | 87 | 116
O=C(Cn1nnnc1C(=O)c1ccccc1)c1ccc(Br)cc1 | 107 | 98 | 106 | 87 | 121 | 101 | 96 | 109 | 98
CCOC(=O)c1c(Nc2ccccc2)nn2c(-c3ccco3)ccnc12 | 95 | 90 | 108 | 99 | 100 | x | 85 | 101 | 91
O=C1N/C(=N\c2nccs2)S/C1=C\c1ccco1 | 33 | 28 | 63 | 57 | 88 | 112 | 35 | 55 | 64
C=CCC(=O)N[C@@H](Cc1ccc(-c2cc(Cl)cc(Cl)c2)cc1)[C@@H](O)[C@H](O)C(=O)OCC | 106 | 95 | 83 | 85 | 102 | x | 75 | 96 | 84
CCOC=Nc1c(C(=O)Nc2ccc(OC)cc2)oc2ncccc12 | 106 | 99 | 101 | 74 | 95 | 120 | 98 | 96 | 106
OCCc1ccc2ccccc2n1 | 100 | 113 | x | 97 | 116 | 97 | 110 | 107 | x
CC/C(=N\NS(=O)(=O)c1ccc(C)cc1)c1ccc(OC)cc1 | 102 | 98 | 93 | 99 | 110 | 110 | 103 | 95 | x
COC(=O)c1ccc2nc(C)c(C(N)=O)nc2c1 | 113 | 107 | 103 | 104 | 112 | 118 | 105 | 114 | 95
COc1ccc2c(c1OCC#CC#Cc1ccsc1)C(=O)O[C@@H]2[C@H]1c2c(cc3c(c2OC)OCO3)CCN1C | 108 | 83 | 95 | 87 | 82 | x | 67 | 94 | 71
Clc1ccc(C2=NN3C(C2)c2ccccc2OC3c2ccc3noc(-c4ccccc4)c3c2)cc1 (configuration not stated) | 107 | 95 | 107 | 89 | 106 | 90 | 99 | 95 | 104
CCCCC(CC)COCCCN (configuration not stated) | 104 | 102 | 94 | 101 | 109 | 94 | 99 | 100 | 97
N#Cc1ccc(C(=O)O)cc1 | 102 | 107 | 94 | 89 | 104 | 100 | 100 | 107 | 111
Cc1cc(C)c2c(n1)sc1c(Nc3ccc(Cl)cc3Cl)ncnc12 | 45 | 46 | 59 | 40 | 23 | 16 | 25 | 50 | 39
C/C(=N\N=C(N)N)c1c(C)nn(C(=N)N)c1C | 103 | 112 | 110 | 87 | 99 | 98 | 95 | 96 | 100
O=C(O)C(c1ccccc1)C1(O)CCCCC1 (configuration not stated) | 104 | 106 | 110 | 89 | 127 | 90 | 97 | 108 | 104
O=C(/C=C/c1ccc(Cl)cc1)c1ccc(Br)cc1 | 102 | 90 | 95 | 101 | 110 | -44* | 76 | 94 | 74
CCCCOC(=O)c1cc2c3ccccc3oc(=O)c2c2nc3ccccc3n12 | 91 | 100 | 108 | 85 | x | x | 88 | 103 | 114
COc1ccc(CNCCN2C(=O)c3ccc4c5c(ccc(c35)C2=O)C(=O)N(CCNCc2ccc(OC)cc2)C4=O)cc1 | -88* | -68* | -92* | -96* | -41* | x | -72* | -82* | -55*
Cc1ccc(NC(=O)/C(CC(=O)c2c[n+](=O)c3ccccc3n2O)=N\NC(=O)C[n+]2ccccc2)cc1 | 102 | 103 | 109 | 75 | 96 | 102 | 101 | 103 | 102
O=C1CCSC(=S)N1CCCCN1C(=O)CCSC1=S | 121 | 97 | 108 | 94 | 124 | 126 | 103 | 98 | 109
COc1cccc(C(=O)NNC(=O)c2ccccc2)c1 | 109 | 100 | 113 | 82 | 113 | x | 104 | 102 | 101
CCN1CCN(c2nc(NNC(=O)Cc3ccccc3)nc(N3CCN(C(c4ccccc4)c4ccccc4)CC3)n2)CC1 | 16 | 23 | 39 | x | -41* | x | 28 | 59 | -7.3*
COc1cc(NC(=O)CSc2nc3ccc(Cl)cc3c(=O)n2-c2ccccc2)cc(OC)c1OC | 101 | 100 | 106 | 72 | 116 | 47 | 92 | 100 | 110
C=C(C)[C@H]1C[C@@]2(OC)O[C@@]3(C=C2C(=O)OC)[C@H]2[C@@H]4[C@H](C[C@@]2(C)O)OC(=O)[C@@]43CC1=O | 106 | 105 | 95 | 84 | 116 | 102 | 99 | 112 | 105
COc1ccc(C2=NN(C(=O)c3cc(OC)c(OC)c(OC)c3)C(c3c(Cl)cccc3Cl)C2)cc1OC (configuration not stated) | 94 | 83 | 113 | x | 93 | x | 82 | 90 | 104
Cc1ccc(C(C)C)c(OC(=O)Nc2ccc(Br)cc2)c1 | 97 | 85 | 98 | 95 | 121 | 91 | 80 | 93 | 71
Cc1ccc(O)c(CN(C)Cc2cc(C)ccc2O)c1 | 99 | 91 | 97 | 89 | 112 | 82 | 88 | 104 | 85
CCOC(=O)c1cn[nH]c1C | 101 | 102 | 109 | 94 | 111 | 93 | 106 | 105 | 115
CC(C)CSc1nc(NN)c(C#N)c(-c2ccccc2)n1 | 99 | 87 | 95 | x | 111 | 69 | 96 | 81 | 103
COc1ccc(C2C=C(C)N=C3SC(C)=CN32)cc1 (configuration not stated) | 105 | 98 | 111 | 93 | 112 | 111 | 100 | 115 | 109
COCC(O)CN1CCN(c2ccccc2)CC1 (configuration not stated) | 98 | 97 | 88 | 76 | 112 | 93 | 90 | 107 | 99
CC(=O)NC1CCC(NC(C)=O)CC1 (configuration not stated) | 47 | 93 | 96 | 86 | 113 | 76 | 98 | 101 | 108
O=c1ccnc(SCc2ccccc2)[nH]1 | 105 | 106 | 100 | 91 | 119 | 95 | 107 | 100 | 110
N#C/C(=C\c1ccncc1)c1ccccc1 | 106 | 95 | 110 | 125 | 108 | 85 | 151 | 112 | 108
Nc1ccc2c(c1)Cc1cc(N)c(Br)cc1-2 | 108 | 97 | 81 | 67 | 107 | x | 101 | 100 | 107
CC(C)(C)c1[nH]nc2c1C(c1cc3ccccc3[nH]c1=O)Nc1cc(C(=O)OCc3ccccc3)ccc1N2 (configuration not stated) | 54 | 55 | 56 | 72 | 84 | 65 | 38 | 31 | 62
CCOC(=O)Cn1c(C)c(/C=N/NC(=O)c2cc3c(ccc4ccccc43)o2)c2ccccc21 | 30 | 11 | 31 | 3.0* | -40* | -6.5* | 8.2* | 16 | 3.6*
Cn1cc(-c2nonc2-c2c[nH]c3ccc(F)cc23)c2cccnc21 | 97 | 62 | 92 | 56 | 96 | 85 | 91 | 67 | 99
N#CCc1csc(Cc2ccccc2)n1 | 103 | 109 | 104 | 101 | 117 | 103 | 106 | 101 | 98
CCOS(=O)(=O)c1c(C(C)C)cc(C(C)C)cc1C(C)C | 98 | 97 | 99 | 97 | 104 | 117 | 104 | 104 | 112
CC(C)CS(=O)(=O)OCCCCOS(=O)(=O)CC(C)C | 105 | 91 | 103 | 97 | 112 | 107 | 99 | 101 | 100
COc1cc(C(c2c[nH]c3ccccc23)N2CCCC2)cc(OC)c1OC (configuration not stated) | 101 | 100 | 98 | 92 | 109 | 92 | 98 | 96 | 97
O=C1CN(CCN2CC(=O)NC(=O)C2)CC(=O)N1 | 118 | 114 | 112 | 76 | 118 | 103 | 94 | 100 | 110
CCOC(=O)c1cc(OCC)c2c(ccc3ccccc32)n1 | 98 | 111 | 103 | 83 | 119 | x | 105 | 107 | 103
NC(=O)c1ccc([N+](=O)[O-])o1 | 116 | 97 | 113 | 104 | 105 | 115 | 97 | 107 | 102
C/C=C/C1C(/C=N/N(C)C)C(C#N)(C#N)C1(C#N)C#N (configuration not stated) | 86 | 95 | 121 | 80 | 106 | 102 | 85 | 93 | 108
Further entries
SMILES | SW-620 | HCT-15 | HCC-2998 | SNB-75 | COLO 205 | A498 | HCT-116 | KM12 | HT29
COc1ccc(-c2cs/c(=N\N=C\c3cccc(F)c3)n2C)cc1 | 90 | 70 | 104 | 86 | 96 | 76 | 49 | 84 | 88
O=C(/C=C\c1ccccc1)CCN1CCCCC1 | 103 | 80 | 107 | 94 | 96 | 103 | 91 | 96 | 98
O=C1NC(=O)C(Cc2ccc(Cl)cc2)(c2ccccc2)N1 (configuration not stated) | 108 | 103 | 103 | 108 | 113 | 113 | 107 | 103 | 107
Nc1cc(Br)cc2c1[nH]c(=O)c1ccccc12 | 95 | 110 | 104 | 82 | 106 | 92 | 97 | 104 | 114
Cc1ccccc1C1=NN(C(=O)Cc2ccccc2)C(c2c[nH]c3ccccc23)C1 (configuration not stated) | 100 | 81 | 105 | 87 | 101 | 76 | 87 | 92 | 93

18 successive entries out of the list so far, for reference:
SMILES | SW-620 | HCT-15 | HCC-2998 | SNB-75 | COLO 205 | A498 | HCT-116 | KM12 | HT29
COCC(O)CN1CCN(c2ccccc2)CC1 (configuration not stated) | 98 | 97 | 88 | 76 | 112 | 93 | 90 | 107 | 99
CC(=O)NC1CCC(NC(C)=O)CC1 (configuration not stated) | 47 | 93 | 96 | 86 | 113 | 76 | 98 | 101 | 108
O=c1ccnc(SCc2ccccc2)[nH]1 | 105 | 106 | 100 | 91 | 119 | 95 | 107 | 100 | 110
N#C/C(=C\c1ccncc1)c1ccccc1 | 106 | 95 | 110 | 125 | 108 | 85 | 151 | 112 | 108
Nc1ccc2c(c1)Cc1cc(N)c(Br)cc1-2 | 108 | 97 | 81 | 67 | 107 | x | 101 | 100 | 107
CC(C)(C)c1[nH]nc2c1C(c1cc3ccccc3[nH]c1=O)Nc1cc(C(=O)OCc3ccccc3)ccc1N2 (configuration not stated) | 54 | 55 | 56 | 72 | 84 | 65 | 38 | 31 | 62
CCOC(=O)Cn1c(C)c(/C=N/NC(=O)c2cc3c(ccc4ccccc43)o2)c2ccccc21 | 30 | 11 | 31 | 3.0* | -40* | -6.5* | 8.2* | 16 | 3.6*
Cn1cc(-c2nonc2-c2c[nH]c3ccc(F)cc23)c2cccnc21 | 97 | 62 | 92 | 56 | 96 | 85 | 91 | 67 | 99
N#CCc1csc(Cc2ccccc2)n1 | 103 | 109 | 104 | 101 | 117 | 103 | 106 | 101 | 98
CCOS(=O)(=O)c1c(C(C)C)cc(C(C)C)cc1C(C)C | 98 | 97 | 99 | 97 | 104 | 117 | 104 | 104 | 112
CC(C)CS(=O)(=O)OCCCCOS(=O)(=O)CC(C)C | 105 | 91 | 103 | 97 | 112 | 107 | 99 | 101 | 100
COc1cc(C(c2c[nH]c3ccccc23)N2CCCC2)cc(OC)c1OC (configuration not stated) | 101 | 100 | 98 | 92 | 109 | 92 | 98 | 96 | 97
O=C1CN(CCN2CC(=O)NC(=O)C2)CC(=O)N1 | 118 | 114 | 112 | 76 | 118 | 103 | 94 | 100 | 110
CCOC(=O)c1cc(OCC)c2c(ccc3ccccc32)n1 | 98 | 111 | 103 | 83 | 119 | x | 105 | 107 | 103
NC(=O)c1ccc([N+](=O)[O-])o1 | 116 | 97 | 113 | 104 | 105 | 115 | 97 | 107 | 102
C/C=C/C1C(/C=N/N(C)C)C(C#N)(C#N)C1(C#N)C#N (configuration not stated) | 86 | 95 | 121 | 80 | 106 | 102 | 85 | 93 | 108
COc1ccc(-c2cs/c(=N\N=C\c3cccc(F)c3)n2C)cc1 | 90 | 70 | 104 | 86 | 96 | 76 | 49 | 84 | 88
O=C(/C=C\c1ccccc1)CCN1CCCCC1 | 103 | 80 | 107 | 94 | 96 | 103 | 91 | 96 | 98

From PubChem BioAssay
